Compound activity as filed in PubChem BioAssay.
LMP1 NFkB inh: reduces LMP1-driven NF-kappaB luciferase signal; LMP1-induced NF-kappaB luciferase reporter cells, luminescence; 0.69% of 350,000 active; inhibition, % at 12.5 µM; in the data active means inhibition above about 41%; inconclusive means no clear call, values can overlap the other calls;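 further: 0% = neutral control wells and 100% = reference inhibitor control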
HIF-2a inh: blocks HIF-2a reporter activity; 786-0 RCC cells HIF-2a reporter, luciferase luminescence, overnight; inhibition, % at 18.8 µM; 0.72% of 360,000 active;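 active means inhibition of the luminescence signal of 40% or more relative to plate controls, in a single-dose primary screen at 18.75 µM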
Peg3 promoter: Peg3 promoter activity inhibition. HeLa PEG-Prom luciferase reporter, luminescence, overnight. AID 588405. inhibition, % at 20 µM. 1.7% of 360,000 active;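 active means inhibition of at least 50% at 20 µM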
TRAIL sens C8: caspase-8 TRAIL sensitization. inhibition (viability loss, TRAIL sensitization), % at 10 µM. 1% of 360,000 active. NB7+C8 cells + TRAIL, ATPlite viability luminescence;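 active means compounds causing at least 50% loss of cell viability in the single-dose screen, relative to plate controls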
KKLEB cytotox: counter-screen for CF NF-kB inhibitors: cytotoxicity; KKLEB CF airway cells viability, ATPlite luminescence, overnight; stronger effect = lower value; cells stimulated with P. aeruginosa culture filtrate; 0.36% of 360,000 active; activity change (cytotoxicity), % at 5 µM; AID 602141;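 active means corrected activity change at or below -50% at 5 µM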
TRPM1 prom inh: MITF TRPM1 promoter inhibition in SK-MEL-5 cells; SK-MEL-5 TRPM1 promoter luciferase, 24 h; inhibition, % at 12.5 µM; AID 488899; 0.83% of 330,000 active;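 active means mean inhibition across replicates of 60% or more, whatever share of single replicates reaches that level; inconclusive means some that reach 60%, reason not given; inactive means mean inhibition across replicates below 60%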; further: values of inactives mirror those of a sister screen read the other way
NR2E3 ag-1: agonists of human nuclear receptor NR2E3 | Q9Y5X4 | GST-NR2E3/biotin-RetCOR TR-FRET, 1536-well | inhibition of corepressor binding, % at 4.78 µM | 0.12% of 320,000 active | AID 2300;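 active means percent inhibition above the cutoff of mean plus 3 SD of all tested compounds, set per screening campaign, cut at about 20% in these data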;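 further: 0% = DMSO wells and 100% = biotin wells as full block of FRET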
Target sequence (Q9Y5X4 whole entry, looked up): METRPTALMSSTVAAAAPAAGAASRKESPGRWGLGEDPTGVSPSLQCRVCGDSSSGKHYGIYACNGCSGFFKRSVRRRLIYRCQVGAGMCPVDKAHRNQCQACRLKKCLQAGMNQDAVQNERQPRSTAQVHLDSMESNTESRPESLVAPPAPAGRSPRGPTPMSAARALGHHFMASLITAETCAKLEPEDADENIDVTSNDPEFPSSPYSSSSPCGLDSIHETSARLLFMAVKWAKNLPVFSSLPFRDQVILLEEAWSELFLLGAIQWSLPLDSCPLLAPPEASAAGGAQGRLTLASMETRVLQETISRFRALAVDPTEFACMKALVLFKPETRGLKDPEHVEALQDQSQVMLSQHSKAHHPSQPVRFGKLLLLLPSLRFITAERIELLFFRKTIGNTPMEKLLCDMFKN
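Material: NR2E3–RetCOR corepressor complex / Amount: 1.35 nM GST-NR2E3 / Medium: Tris pH 7.5 / Compound: single nominal compound dose of 4.8 µM / Incubation: 5 h at 4 °C / Technique: TR-FRET, Eu(K)-anti-GST donor, streptavidin-D2 acceptor, ex 340, em 617/671 nm / Read-out basis: percent loss of FRET ratio relative to control wells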
CF NFkB block: inhibitors of cystic fibrosis induced NF-kB. AID 588850. inhibition, % at 5 µM. 0.86% of 360,000 active. KKLEB NF-kB-GFP reporter, PAF-induced, GFP fluorescence overnight;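 active means at least 50% inhibition at 5 µM, scaled per plate between neutral and stimulator controls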;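 further: PAF is a Pseudomonas aeruginosa culture filtrate used as stimulus; plate controls were PAF-stimulated DMSO wells for no effect and unstimulated DMSO wells for full effect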
iPSC survival up: enhancers of human iPSC single-cell survival; hiPSC single-cell survival, ATPlite luminescence; 100% = ROCK inhibitor wells, 0% = DMSO; survival enhancement, % at 20 µM; 0.044% of 360,000 active; AID 602274; in the data active means survival enhancement above about 18%;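 further: cells exposed to compounds for 16 hours before the ATP read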
NR2E3 ag-2: agonists of human NR2E3 nuclear receptor | 0.35% of 360,000 active | CHO-S Gal4-NCOR/VP16-NR2E3 two-hybrid, luciferase | inhibition of corepressor binding, % at 3.98 µM | AID 602229 | Q9Y5X4;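 active means inhibition above the mean of all tested compounds plus 3 SD, cut at about 70% in these data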;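 further: 0% = DMSO with NR2E3 transfected cells and 100% = cells lacking NR2E3 construct; higher means lower luciferase signal from less NR2E3 corepressor binding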
Shn3 inh set2: inhibitors of Schnurri-3 3'UTR reporter in osteoblasts. Clone20 osteoblast Shn3 3'UTR firefly luciferase, 24 h. inhibition, % at 12.5 µM. 0.52% of 360,000 active. AID 588674;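 active means mean inhibition of at least 75% with every replicate also reaching 75%; inconclusive means mean inhibition at least 75% but some replicate below; inactive means mean inhibition below 75%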;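 further: 0% = median of neutral control wells and 100% = pilot-screen positive control compound; some compounds past the cut are filed as inactive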
Starred values were filed as active, the others as inactive; ? = inconclusive; . = no result given.

SMILES | LMP1 NFkB inh | HIF-2a inh | Peg3 promoter | TRAIL sens C8 | KKLEB cytotox | TRPM1 prom inh | NR2E3 ag-1 | CF NFkB block | iPSC survival up | NR2E3 ag-2 | Shn3 inh set2
CN1CCN(CC(O)COc2ccc(C34CC5CC(CC(C5)C3)C4)cc2)CC1 (configuration not stated) | -55 | -20 | 105* | -6 | -34 | 14 | . | 25 | -0.1 | 2 | -21
CC(=O)N1CCN(C(=O)CCc2cc(C(C)(C)C)c(O)c(C(C)(C)C)c2)CC1 | -9 | 5 | -8 | 5 | 11 | -9 | 1 | -15 | 0.1 | 7 | ?
COC(=O)c1[nH]nc(-c2ccccc2)c1-c1ccccc1 | 9 | 2 | 15 | -7 | 11 | 1 | 0 | -34 | -0.1 | -16 | 3
CCOC(=O)c1ccc(NC(=O)N(CC)CC)cc1 | -7 | 16 | 21 | 12 | 1 | -40 | 0 | -5 | 7.9 | -52 | -70
O=C1NC2(CCc3ccccc3C2)C(=O)N1CCOc1cccc(Cl)c1 (configuration not stated) | 1 | 17 | 4 | 23 | 3 | 9 | 1 | 3 | 4.9 | 5 | 9
O=C(O)CSCC(=O)Nc1cccc(C(F)(F)F)c1 | -11 | -3 | 0 | -4 | 5 | 11 | 5 | -16 | -0.9 | -2 | -3
O=C1CC(SCc2nc3ccccc3[nH]2)C(=O)N1c1ccc(F)c(Cl)c1 (configuration not stated) | 1 | 1 | -1 | -9 | 7 | 14 | 2 | -10 | -0.4 | -18 | -17
CC1CC1C(=O)OCC(=O)Nc1ccc2[nH]c(=O)[nH]c2c1 (configuration not stated) | 4 | 10 | 17 | -3 | 5 | -2 | 3 | -2 | 3.4 | 7 | -86
CC(C)C1Cc2[nH]c(=S)[nH]c(=O)c2C(c2ccc(F)cc2)O1 (configuration not stated) | . | -1 | 3 | -6 | -26 | . | . | 6 | 1.8 | -5 | -12
CCOC(=O)C1=CN(Cc2cccc(F)c2)S(=O)(=O)NC1c1ccc2ccccc2c1 (configuration not stated) | -3 | 20 | 27 | -5 | 1 | 12 | . | 9 | 4.0 | -28 | -21
NC(=O)c1ccsc1NC(=O)c1ccc2c(c1)CCCC2 | -69 | -158 | -125 | 85* | -58* | 12 | 7 | -17 | -4.3 | -157 | -32
Cc1ccc(S(=O)(=O)NC(CC(=O)N2CCOCC2)c2ccco2)cc1 (configuration not stated) | -11 | 7 | 22 | -27 | -2 | 3 | -2 | 9 | -0.2 | -15 | -39
Cc1ccc(S(=O)(=O)N2CCN(CC(=O)N/N=C/c3cc([N+](=O)[O-])ccc3Cl)CC2)cc1 | -5 | 24 | 15 | -3 | -1 | 3 | -3 | -12 | 1.2 | -28 | 18
CCn1c(C)c(P(c2ccccc2)c2ccccc2)[n+]2ccccc12 | -7 | 9 | 2 | 26 | 4 | 54 | 3 | 6 | -1.2 | -8 | 48
COc1ccc(NC(=O)CN(C)C(=O)c2cc(-c3ccc(C)o3)nc3ccccc23)cc1 | -13 | -65 | -28 | 27 | -3 | -21 | 4 | -6 | -0.7 | -5 | -8

The last 2 compounds of the part above lead into the next:
SMILES | LMP1 NFkB inh | HIF-2a inh | Peg3 promoter | TRAIL sens C8 | KKLEB cytotox | TRPM1 prom inh | NR2E3 ag-1 | CF NFkB block | iPSC survival up | NR2E3 ag-2 | Shn3 inh set2
CCn1c(C)c(P(c2ccccc2)c2ccccc2)[n+]2ccccc12 | -7 | 9 | 2 | 26 | 4 | 54 | 3 | 6 | -1.2 | -8 | 48
COc1ccc(NC(=O)CN(C)C(=O)c2cc(-c3ccc(C)o3)nc3ccccc23)cc1 | -13 | -65 | -28 | 27 | -3 | -21 | 4 | -6 | -0.7 | -5 | -8
CCNC(=O)COc1ccc(-c2ccccc2)cc1 | -4 | -199 | -173 | 14 | -3 | -43 | 1 | 2 | -2.6 | 17 | -69
Cc1ccc2oc(=O)c3cc(C(=O)NCCCN4CCCCCC4)sc3c2c1 | 6 | 5 | -3 | 9 | 14 | -4 | 3 | -26 | -0.6 | -5 | 0
Cc1cc(NC(=O)CSc2nnc(NC(=O)C3CC(=O)N(c4ccccc4C)C3)s2)no1 (configuration not stated) | 10 | -1 | 13 | 10 | 0 | -11 | -2 | -12 | 1.3 | 9 | -2
CCCn1c(C(CO)Nc2nc(-c3cccc(Br)c3)cs2)nc2ccccc21 (configuration not stated) | -12 | 9 | -13 | 12 | -11 | 9 | -3 | 7 | 1.2 | -18 | 5
Cc1cccc(C(=O)OC(C)C(=O)N2CCc3ccccc3C2)c1C (configuration not stated) | -3 | -23 | -4 | 4 | -6 | -3 | 4 | 11 | -2.1 | -9 | 11
COc1ccc(-n2ncc3c(N4CCN(Cc5ccccc5)CC4)ncnc32)cc1 | -1 | -215 | 103* | 38 | 6 | -8 | 2 | 66* | -0.3 | -17 | -7
Cc1nc(COC(=O)c2ccc(S(=O)(=O)N3CCCC3)cc2)cs1 | -11 | 11 | 14 | -14 | 10 | 4 | -5 | -8 | -0.4 | -8 | -7
O=C(Cn1cnc2ccccc2c1=O)Nc1nnc(C2CC2)s1 | 9 | 8 | 8 | -17 | 2 | -9 | 1 | 4 | 0.2 | 5 | -20
CCOC(=O)C1(CC2CC2)CCN(C(=O)c2cc(C)nc3ccc(CC)cc23)CC1 | -13 | 15 | -15 | -3 | 5 | -19 | 3 | 8 | -1.5 | 14 | -1
Cc1c(Cc2ccccc2)c(=O)oc2cc(OCC(=O)NCc3ccccn3)ccc12 | -1 | 9 | 0 | 1 | 16 | 14 | 1 | -1 | 0.5 | 22 | 13
COCCn1c(SCC(=O)Nc2ccccc2OC)nc2ccccc21 | 8 | 17 | 27 | -7 | 4 | -11 | 0 | -7 | 0.2 | -7 | -7
Cc1ccc(C23CC4CC(CC(C(=O)NCC(=O)O)(C4)C2)C3)cc1 | 13 | 17 | 19 | 11 | -3 | -10 | 3 | -15 | -0.3 | 23 | 2
O=C(OCC(=O)N1CCN(C(=O)c2ccco2)CC1)c1cc(S(=O)(=O)Nc2ccc(Cl)cc2)ccc1O | 1 | 15 | 14 | -12 | -4 | 2 | 0 | 9 | -0.2 | -10 | 7
CCOC(=O)c1oc2ccc(S(=O)(=O)n3nc(-c4ccc(C)cc4)cc3N)cc2c1C | -37 | 19 | 25 | 20 | 16 | 10 | 4 | 8 | 1.1 | -15 | 7
CC(C)OC(=O)CSc1nnc(Cc2ccccc2)n1Cc1ccco1 | -14 | 22 | 7 | 0 | -13 | -2 | -4 | 6 | -3.1 | -13 | -22
COc1ccccc1C(O)P(=O)(OCC(C)C)c1ccc(N(C)C)cc1 (configuration not stated) | 2 | 7 | 13 | -6 | 7 | . | 5 | 2 | 0.2 | -14 | -12
COc1ccc(NC(=O)C2CCCN2S(=O)(=O)c2ccc3c(c2)CCC(=O)N3)cc1Cl (configuration not stated) | -1 | 1 | 24 | -4 | 10 | -6 | -1 | -4 | 1.3 | -47 | 1
Cc1ccc(S(=O)(=O)N2CCN(C(=O)CCNC(=O)c3ccccc3Cl)CC2)cc1 | -2 | 3 | -2 | 6 | 5 | -2 | . | 7 | -0.1 | 0 | -7
COc1ccc(CCNCc2ccc(OCc3ccccc3)cc2)cc1 | 5 | -20 | 29 | 10 | 5 | -1 | 2 | -12 | 0.3 | 4 | -4
N#Cc1c(-c2ccccc2)c(-c2ccccc2)n[nH]c1=O | 2 | -1 | -62 | -5 | -10 | . | 5 | 8 | 0.6 | -44 | -1
CCOc1ccc(N(Cc2cc3cc(OC)ccc3[nH]c2=O)S(C)(=O)=O)cc1 | 3 | 20 | 5 | 13 | -14 | 12 | 1 | 3 | 0.7 | -13 | -12
CNC(=O)CSc1nc(SC)ns1 | -7 | -6 | 4 | -17 | 23 | 9 | -1 | 7 | -0.5 | -13 | 7
CCOc1ccc(NC(=O)N2CCC(NC(=O)C(Cc3cccc(F)c3)NC(C)=O)CC2)cc1 (configuration not stated) | -5 | 3 | 7 | -9 | -22 | -5 | 0 | -14 | -0.3 | -20 | 10
COc1c(C)c2c(c(O)c1C/C=C(\C)CCC(=O)O)C(=O)OC2 | 5 | 11 | -1 | 9 | -9 | . | -2 | -19 | -0.4 | 17 | 80
CC1CCC(C(=O)c2c(O)c3ccccc3oc2=O)CC1 (configuration not stated) | 8 | -4 | -17 | 40 | -7 | -3 | -2 | -6 | -0.5 | -9 | 0
CCOC(=O)C1(Cc2ccccc2)CCCN(C2CCCC2)C1 (configuration not stated) | -3 | 18 | 0 | -1 | 8 | 0 | -2 | -12 | 0.8 | 18 | 14
CC(C)C(NC(=O)c1ccccc1)C(=O)OCC(=O)N1CCN(c2ccccc2)CC1 (configuration not stated) | 2 | -2 | -3 | -20 | -13 | 2 | 1 | 1 | -0.4 | 15 | -9
C=CCN(CC=C)Cc1cc(=O)oc2cc(OC)c(Cl)cc12 | . | 8 | 9 | 2 | 6 | . | . | -34 | 3.7 | -16 | 15
COC(=O)c1ccccc1NC(=O)CSc1nnc(-c2cccnc2)n1C | -5 | 10 | 6 | 11 | 0 | 9 | -4 | 2 | -2.9 | -21 | 3
O=c1c2c(nc3cc(-c4ccccc4)[nH]n13)CCC2 | 7 | -95 | -165 | 32 | -11 | -16 | 0 | -2 | -1.3 | -148 | -9
O=C(O)C/C=C(\NC(=O)OCc1ccccc1)C(=O)OCc1ccccc1 | 0 | -27 | 10 | -2 | 6 | 6 | 0 | 5 | -1.2 | -12 | 5
CCOC(=O)N1CCC(=NNc2nc(C)cc(=O)[nH]2)CC1 | 5 | 9 | -2 | -5 | -7 | 14 | -4 | 0 | 0.2 | -32 | -7
Cn1c(N)c(Sc2ccccc2[N+](=O)[O-])c(=O)n(C)c1=O | 9 | 9 | 9 | -3 | 2 | -16 | -3 | -12 | -0.2 | 14 | -4
Cc1ccc(OCCCC(=O)Nc2nccs2)cc1 | -26 | -77 | -29 | 7 | 10 | 2 | -1 | 3 | 0.4 | -13 | -15
Cc1ccccc1S(=O)(=O)Cc1ccc(C(=O)NC2CCCC2)o1 | 2 | 6 | 6 | -21 | 4 | 10 | 0 | 10 | 0.2 | 1 | -1
CCOC(=O)CN1Cc2cccc(C(=O)O)c2C1=O | 0 | -13 | -1 | -14 | 15 | -9 | 0 | 9 | 0.8 | -13 | -54
O=c1[nH]c2cc3ccccc3cc2nc1C(F)(F)F | 0 | -51 | -30 | -1 | -5 | -10 | -3 | -11 | -0.1 | -16 | -8
CCN(CC)CCCNC(=S)Nc1ccc(Br)cc1 | -5 | 14 | 0 | -7 | 6 | -4 | -1 | -2 | -0.3 | -7 | -64
CCc1ccc(CN2CCCC(CCC(=O)N3CCN(c4ccccn4)CC3)C2)o1 (configuration not stated) | 2 | -4 | -8 | 13 | 0 | 6 | -4 | -7 | -0.1 | -7 | 12

A portion of the library; rates above refer to the full screens.
